BAZ2B block: inhibitors of human BAZ2B bromodomain; Q9UIF8; actives 4.4% (n = 360,000); AID 504333; AlphaScreen BAZ2B-H3K14Ac peptide displacement; Potency, µM (titrated, usually from 114 µM), inactives show at the top dose activity change, negative = inhibition, hits mostly inhibitors; note: % is set by controls: 0 for no effect and ±100 for the full control effect; nearly all actives have a fitted effect of over 60% in size
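AlphaScreen displacement of biotin-H3(5-23)K14Ac peptide (50 nM final) from BAZ2B (50 nM final) in PBS pH 7.4, 0.01% Tween-20; complex preformed 30 min RT, then compounds (top 110 uM) 30 min RT, beads 20 min dark.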
PGK inhibitor: inhibitors of T. brucei phosphoglycerate kinase; P07378; PGK/GAPDH coupled, Kinase-Glo luminescence, 60 min; Potency, µM (highest dose often 57.5 µM), for inactives: at the highest dose activity change, negative = inhibition, actives largely listed as inhibitors; actives 0.043% (n = 380,000); note: % is set by controls: 0 for no effect and ±100 for the full control effect; nearly all actives have a fitted effect of over 60% in size
Target sequence (P07378 whole entry, looked up): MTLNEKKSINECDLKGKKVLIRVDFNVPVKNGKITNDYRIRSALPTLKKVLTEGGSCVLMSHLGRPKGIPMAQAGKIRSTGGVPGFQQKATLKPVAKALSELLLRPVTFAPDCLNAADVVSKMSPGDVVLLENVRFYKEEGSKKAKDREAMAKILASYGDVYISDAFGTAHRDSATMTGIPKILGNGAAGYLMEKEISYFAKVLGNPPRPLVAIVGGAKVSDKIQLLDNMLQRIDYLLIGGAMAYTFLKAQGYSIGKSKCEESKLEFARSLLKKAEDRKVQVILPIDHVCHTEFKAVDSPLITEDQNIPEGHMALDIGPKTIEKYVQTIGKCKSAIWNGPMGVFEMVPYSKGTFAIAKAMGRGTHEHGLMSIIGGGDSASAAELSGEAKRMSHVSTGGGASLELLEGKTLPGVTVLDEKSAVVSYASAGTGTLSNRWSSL
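Luminescent ATP detection (Kinase-Glo Plus) follows a 60-minute room-temperature incubation, with wells lacking PGK as controls. Buffer: 100 mM TEA (pH 7.6), 5 mM MgCl2, 0.01% Tween-20. Coupling enzyme GAPDH (100 nM final) supplies unstable 1,3-BPG in-well.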
BLM inh: Bloom syndrome helicase (human) inhibition; AID 2528; recombinant BLM DNA unwinding, fluorescence dequenching; Potency, µM (titrated, usually from 56.1 µM), for the others: at the highest dose activity change, negative = inhibition, most hits filed as inhibitors; actives 0.2% (n = 350,000);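 note: plate controls were vehicle for no effect and no enzyme for full effect; nearly all actives have a fitted effect of over 35% in size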
GLS inh: inhibitors of human glutaminase (GLS); actives 0.21% (n = 410,000); Potency, µM (top dose mostly 45.5 µM), for inactives: top-dose activity change, negative = inhibition, actives largely listed as inhibitors; O94925; GLS enzymatic activity, qHTS titration; note: % is set by controls: 0 for no effect and ±100 for the full control effect
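Enzyme dispensed in phosphate buffer (45 mM, pH 8.2, 0.02% Tween-20), compounds pinned in, then 1 mM L-glutamine solution and the glutamate oxidase–HRP–Amplex Red mix added; fluorescence read immediately and again after 30 min at room temperature.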
POLI inh: DNA polymerase iota (human) inhibition. Q9UNA4. Pol iota fluorescent replication assay, 10 min. Potency, µM (series often up to 115 µM), inactives show top-dose activity, negative = inhibition, most hits filed as inhibitors. actives 1% (n = 390,000). AID 588590
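Fluorescent replication assay read twice, at 0 min and 10 min after adding 50 nM (final) substrate. Enzyme (10 nM) and compounds were first incubated 15 min at room temperature; enzyme-free buffer wells were negative controls.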
HP1b binding inh: inhibitors of HP1-beta chromodomain binding to methylated histone tails; Potency, µM (highest dose often 114 µM), inactives show at the top dose activity change, negative = inhibition, usual class: inhibitors; AlphaScreen HP1-beta / biotin-H3K9me3 peptide binding; actives 0.56% (n = 390,000); AID 540317; P83916; note: nearly all actives have a fitted effect of over 70% in size; inactives centre near 23
Target sequence (P83916 whole entry, looked up): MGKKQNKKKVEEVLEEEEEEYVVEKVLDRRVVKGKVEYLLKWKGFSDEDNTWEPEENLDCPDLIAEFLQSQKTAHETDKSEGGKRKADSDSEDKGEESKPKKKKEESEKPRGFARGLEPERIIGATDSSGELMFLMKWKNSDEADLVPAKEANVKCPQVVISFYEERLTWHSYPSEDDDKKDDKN
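HP1-beta protein (50 nM final) preincubated 30 min at room temperature with biotinylated H3(1-18)K9me3 peptide (50 nM) in PBS pH 7.4, 0.01% Tween-20, then compound added for 30 min. AlphaScreen streptavidin donor/nickel chelate acceptor beads (10 ug/mL final), 30 min dark, luminescence read.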
G9a block: G9a (human) methyltransferase inhibition. G9a H3K9 monomethylation, AlphaScreen, 2 h. actives 8.8% (n = 350,000). AID 504332. Potency, µM (top dose mostly 102 µM), without a hit: top-dose activity, negative = inhibition, hits mostly inhibitors. Q96KQ7; note: % is set by controls: 0 for no effect and ±100 for the full control effect; nearly all actives have a fitted effect of over 75% in size
Target sequence (Q96KQ7 913-1193 limits assumed): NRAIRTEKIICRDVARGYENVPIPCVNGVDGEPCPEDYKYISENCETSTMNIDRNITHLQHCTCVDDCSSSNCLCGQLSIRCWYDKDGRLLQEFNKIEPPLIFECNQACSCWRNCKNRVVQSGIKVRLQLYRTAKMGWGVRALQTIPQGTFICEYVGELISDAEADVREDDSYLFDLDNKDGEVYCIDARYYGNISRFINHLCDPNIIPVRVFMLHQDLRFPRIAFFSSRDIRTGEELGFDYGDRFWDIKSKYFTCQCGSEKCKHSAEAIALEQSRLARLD
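AlphaScreen read-out: biotin-H3K9 peptide (500 nM) methylation by 20 nM enzyme with 20 uM SAM, 2 h at room temperature after 15 min compound preincubation; anti-monomethyl H3K9 antibody plus donor/acceptor beads, 10 min dark.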
JMJD2A Tudor: inhibitors of human JMJD2A Tudor domain; O75164; AlphaScreen JMJD2A-Tudor / H3K4me3 peptide binding; Potency, µM (doses to about 114 µM), inactives show at the top dose activity change, negative = inhibition, actives largely listed as inhibitors; actives 4.4% (n = 390,000); note: % is set by controls: 0 for no effect and ±100 for the full control effect; nearly all actives have a fitted effect of over 50% in size
Pin1 inhibitor: human Pin1 inhibition; Pin1 FP peptide displacement, HiFluor488, 10 min; Potency, µM (doses to about 115 µM), for the others: top-dose activity, negative = inhibition, actives largely listed as inhibitors; actives 0.009% (n = 390,000); AID 504891; active = well fitted inhibition curve with a large enough effect in the polarisation, with a control signal flat, not every such curve was filed as active; inconclusive = small, poorly fitted or top-dose-only effect, or effect the other way, or a change in a side signal; inactive = no such curve, though single readings can be large or run the other way; the % refers to the polarisation; note: % is set by controls: 0 for no effect and ±100 for the full control effect
Numbers without * were called inactive; i = inactive; ? = inconclusive; nt = no result given; & = joins results of further samples; [ ] = dose if it differs, or a comment. Unless noted, calls come from the whole dose curve; as a rule, active = well fitted curve in the direction sought with a large enough effect; inconclusive = small, poorly fitted or top-dose-only effect, or another doubt; inactive = no such curve, though single readings can be large; an effect the other way counts as inactive or inconclusive. Potency is the fitted concentration of half-maximal effect. The list is partial; count on the stated rates, not on these rows.

BAZ2B block,PGK inhibitor,BLM inh,GLS inh,POLI inh,HP1b binding inh,G9a block,JMJD2A Tudor,Pin1 inhibitor,Compound
8%,-5%,-3%,0%,38%[activator],30%,-6%[59 µM],-3%,-7%,CCCc1nc2oc3c(OCC)ncnc3c2c2c1COC(C)(C)C2
7%,3%,-1%,4%,5%,42%,-3%[59 µM],10%,3%,O=c1oc2ccccc2cc1-c1nc(-c2cccs2)no1
-1%,0%,0%,0%,35%[activator],33%,10%,-25%,-4%,COC(=O)c1ccc(OC)c(Cn2c(=O)n(C)c(=O)c3sccc32)c1
-23%,-4%,-8%,-1%,9%,39%,17%,-6%,-7%,CCOC(=O)c1ccccc1NC(=O)COC(=O)CN1C(=O)C2CC=CCC2C1=O (centres undefined)
-12%,7%,-17%,0%,?,?,28µM*,?,-3%,Cc1ccc(NC(=O)c2c(NC(=O)CCC(=O)O)sc3c2CCCCC3)cc1
-12%,-2%,-4%,-16%,143%[activator],32%,-7%,4%,-8%,COc1ccc(CC(=O)NCCC(C)C)cc1S(=O)(=O)N1CCOCC1
nt,-5%,nt,-2%,37%[activator],60%[activator],nt,5%,-6%,COc1ccc(NC(=O)COC(=O)CCC2CCCC2)c(OC)c1
-14%,-1%,-4%,0%,?,34%,6%[59 µM],-10%,9%,C/C(N)=C(/C#N)C(=O)COC(=O)c1cccc2ccccc12
-11%,i,-9%,0%,59%,35%,18%,-15%,-4%,COc1cc2c(cc1OC)CN(C(=O)c1ccncc1)CC2
45µM*,-12%,-23%,6%,10µM*,6%,?,?,48%[activator],N=C1/C(=C\c2ccc(SCc3ccccc3)o2)C(=O)N=C2SC(CC(=O)N3CCOCC3)=NN12
-4%,-11%,-1%,?,?,-5%,45µM*,-21%,-9%,Cc1c(Cl)c([N+](=O)[O-])nn1CC(=O)N1CCN(C23CC4CC(CC(C4)C2)C3)CC1
-24%[57.1 µM],10%,?,9%,16%,14%,-26%,-1%,-7%,Cc1nnc(SCc2nc(N)nc(Nc3ccccc3)n2)s1
1%,-7%,-9%,-10%,4%,58%[activator],-9%[59 µM],5%,18%,Cc1cnc(NC(=O)c2cc3c(C)nn(Cc4ccccc4Cl)c3s2)s1
-20%,-8%,-12%,5%,30%[activator],-11%,-42%,-16%,17%,N#CCSc1nn(-c2ccc(F)cc2)c(=S)s1
-3%&4%,-1%&7%,-2%&5%,-3%&1%,-1%&37%,30%&27%,-1%[59 µM],1%&3%,-3%&-2%,CN(C)CCN(Cc1ccccc1)S(=O)(=O)c1csc(C(N)=O)c1
7%,-7%,-2%,-4%,72%[activator],27%,?,3%,2%,O=C(O)c1nn(-c2ccccc2)c(-c2ccccc2)c1C(=O)c1ccccc1
?,-5%,5%,9%,6%,37%,?,-11%,-5%,O=S(=O)(O/N=C1\CCCc2ccccc21)c1ccc(Cl)cc1
nt,i,-5%,11%,0%,36%,-18%[59 µM],-12%,5%,COc1ccc(S(=O)(=O)NCc2ccc(C(=O)NCc3ccccc3)cc2)cc1
-30%,-1%,-4%,0%,31%,28%,5%[59 µM],-24%,-4%,CCN(c1cccc(C)c1)S(=O)(=O)c1c(C)[nH]c(C)c1C(=O)N1CCCCC1
?,1%,2%,2%,9%,?,8.9µM*,2.2µM*,-12%,CC(C)Oc1ccc(CNCC2(O)CCOC(C)(C)C2)cc1 (centres undefined)
3%,0%,-2%,12%,-1%,6%,-50%,-8%,2%,Cc1ccc(S(=O)(=O)N2CCCC(C(=O)NC3=NCCS3)C2)cc1 (centres undefined)
-15%&-10%,-2%&12%,0%&0%,1%&-12%,15%&-12%,28%,3%,-24%&-16%,-1%&-1%,COc1ccc(Cn2ccnc2SCC(=O)Nc2nnc(C)s2)cc1
-6%,-1%,0%,4%,?,26%,nt,-20%,-6%,COc1c(F)c(F)c(C(=O)O)c(Nc2ccccc2C)c1F
8%,-3%,-6%,-5%,-5%,31%,8%[59 µM],6%,2%,O=C(NCCc1ccccc1)C(=O)Nc1cccc(Br)c1
-14%,-8%,-21%,5%,40%[activator],-19%,1%,-25%,-2%,COc1cccc(N(CC(=O)NC2CCCCC2)C(=O)CCCC(=O)Nc2ccccn2)c1
35µM*,-1%,-7%,65%[activator],16%,-36%,11µM*,?,21%,Cc1nn(-c2ccccc2)c2[nH]c(=O)c(CNc3ccc4c(c3)OCCO4)cc12
5%,i,-1%,13%,74%[activator],-6%,15%,-10%,-5%,O=C(COc1ccc(S(=O)(=O)N2CCOCC2)cc1)NCCN1CCOCC1
14%,0%,0%,5%,122%[activator],5%,19%,-23%,0%,CSc1ccccc1NC(=O)c1cc(-c2ccc3c(c2)OCO3)on1
-2%,4%,1%,10%,15%,36%,?,1%,7%,CC(=O)OCC(=O)Nc1ccc(SC(F)F)cc1
10%,nt,-4%,-5%,3%,25%,7%,-4%,-12%,O=C(Nc1cccc(F)c1)c1ccc(S(=O)(=O)NCC2CCCO2)cc1 (centres undefined)

Arranged by length of the SMILES (descending): part of the list above.
BAZ2B block,PGK inhibitor,BLM inh,GLS inh,POLI inh,HP1b binding inh,G9a block,JMJD2A Tudor,Pin1 inhibitor,Compound
-23%,-4%,-8%,-1%,9%,39%,17%,-6%,-7%,CCOC(=O)c1ccccc1NC(=O)COC(=O)CN1C(=O)C2CC=CCC2C1=O (centres undefined)
-14%,-1%,-4%,0%,?,34%,6%[59 µM],-10%,9%,C/C(N)=C(/C#N)C(=O)COC(=O)c1cccc2ccccc12
-20%,-8%,-12%,5%,30%[activator],-11%,-42%,-16%,17%,N#CCSc1nn(-c2ccc(F)cc2)c(=S)s1

Further entries:
BAZ2B block,PGK inhibitor,BLM inh,GLS inh,POLI inh,HP1b binding inh,G9a block,JMJD2A Tudor,Pin1 inhibitor,Compound
5%,-10%,-2%,-19%,28%,51%[activator],45µM*,-4%,3%,CCOC(=O)N1CCN(C(=O)CNC(=O)c2nn(-c3ccc(OC)cc3OC)c(=O)c3ccccc23)CC1
50µM*,2%,-4%,22%,10%,?,45µM*,50µM*,10%,Cc1ccc(/C=N/N2CCN(Cc3cccc4ccccc34)CC2)o1
0%,-1%,3%,9%,15%,34%,10%[59 µM],-7%,0%,O=C(CCNc1ccc(Cl)cc1)c1cccs1
-14%,-4%,1%,4%,28%,5%,nt,-18%,2%,Cc1cnc(CN(C)C(=O)c2ccc3oc(Cc4ccccc4)nc3c2)[nH]1
-28%,-2%,-1%,1%,-15%,11%,-5%[59 µM],-16%,3%,COc1ccc(S(=O)(=O)N2CCC(Oc3ccc(-n4cnnn4)cc3)CC2)cc1
9%,i,0%,-1%,11%,52%[activator],16%[59 µM],-3%,-6%,O=C(Nc1cccc(Cl)c1Cl)C1CCCO1 (centres undefined)
-3%,nt,-2%,-7%,-8%,20%,-11%,-11%,-4%,Cc1nc2ccccc2c(=O)n1NC(=O)c1ccc(C(C)(C)C)cc1
20µM*,-1%,7%,-27%,21%,27%,42%[activator][59 µM],50µM*,-3%,Cc1ccn2c(Nc3ccccc3)c(-c3ccccn3)nc2c1
3%,-1%,-2%,nt,?,?,1.3µM*,14µM*,2%,CCCCCCC(=O)N(O)C1CC(=O)N(c2ccc(C)cc2)C1=O (centres undefined)
-8%,1%,-5%,14%,86%[activator],34%,-1%[59 µM],-3%,5%,O=C(/C=C/c1cccc(Br)c1)NCc1ccncc1
-13%,1%,-3%,-4%,4%,8%,-10%[59 µM],-19%,4%,COc1ccc(-c2cc(C(=O)NCCN3CCOCC3)c3cc(C(C)C)ccc3n2)cc1
?,-11%,-2%,45%[activator],?,9%,-13%[12.7 µM],?,10%,Cc1cc(=O)n2[nH]c(=O)c(N=Nc3ccccc3)c2[nH]1
9%,i,nt,0%,-13%,27%,-6%[59 µM],-10%,-2%,COc1ccc(CCN2CC(C(=O)N(C)Cc3cccnc3)CC2=O)cc1OC (centres undefined)
?,3%,-6%,54%[activator],6%,-7%,11µM*,-18%,1%,CCOc1ccc(Br)cc1S(=O)(=O)Nc1ccc(N2CCOCC2)cc1
30%[activator],0%,-9%,-6%,?,69%[activator],?,0%[11.4 µM],1%,N#Cc1ccc(-c2ccc(Cl)cc2)nc1SCC(=O)c1cccc(Cl)c1
7%,i,-4%,-9%,-3%,23%,14%[59 µM],-23%,13%,CCOC(=O)C1=C(CSc2nc3ccccc3s2)NC(=O)NC1c1cc(C)ccc1C (centres undefined)
-5%,-8%,-3%,6%,3%,4%,-12%[59 µM],-11%,42%[activator],O=C(Nc1ccc(F)cc1)N(Cc1cccs1)Cc1cc2cc3c(cc2[nH]c1=O)OCO3
4%,i,-6%,-4%,-3%,36%,2%[59 µM],-7%,0%,CC(C)n1cc(/C=N\NC(=O)c2cc3c(ccc4ccccc43)o2)c2ccccc21
-8%,-6%,-7%,18%,70%[activator],20%,1%,-21%,0%,O=C(CCC(=O)Nc1cccc(Cl)c1)N/N=C/c1cc([N+](=O)[O-])ccc1O
-4%,-4%,-1%,3%,2%,16%,nt,-14%,-12%,O=C(Nc1ccc(NS(=O)(=O)c2ccccc2)cc1)c1ccc(Cl)cc1

Single records, from the list above. Screens in order: BAZ2B block, PGK inhibitor, BLM inh, GLS inh, POLI inh, HP1b binding inh, G9a block, JMJD2A Tudor, Pin1 inhibitor
Shown for `COc1ccc(S(=O)(=O)N2CCC(Oc3ccc(-n4cnnn4)cc3)CC2)cc1` = -28%, -2%, -1%, 1%, -15%, 11%, -5%[59 µM], -16%, 3%
Shown for `COc1ccc(-c2cc(C(=O)NCCN3CCOCC3)c3cc(C(C)C)ccc3n2)cc1` = -13%, 1%, -3%, -4%, 4%, 8%, -10%[59 µM], -19%, 4%

High-throughput results as filed in PubChem BioAssay.
